SIRT5 block = blocks human SIRT5 desuccinylation of peptide. AID 652115. Purified SirT5, succinyl-peptide AMC, trypsin-coupled fluorescence. inhibition, % at 15 µM. 330,000 tested, 1.1% active. Q9NXA8; in the data active = inhibition above about 15%; inconclusive = no clear call, values can overlap the other calls
miR-122 sensor = inhibitors of miR-122 in Huh7 cells. Huh7 miR-122 Renilla luciferase sensor, 48 h; neutral wells = 0, positive control = 100. 340,000 tested, 0.3% active. activation (reporter increase), % at 12.5 µM;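 active = mean replicate activation score at least 90 and every replicate individually at or above 90; inconclusive = only one of the two criteria met; inactive = neither criterion met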;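 note: higher luciferase means less miR-122 activity so hits act as miR-122 inhibitors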
DENV2 CPE = DENV2-induced cell death inhibition. DENV2-infected cells, cytopathic effect rescue, plate reader. CPE inhibition, % at 9.99 µM. 350,000 tested, 1.7% active; in the data active = CPE inhibition above about 20%, passing the limit was not always enough; inconclusive = no clear call, values can overlap the other calls; tested in BHK-21 cells;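 note: 0% = median of neutral control wells and 100% = median of positive control wells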
F508del corr = CFTR F508del correction in bronchial cells; CFBE cells, YFP halide quenching; stimulated with forskolin plus potentiator P3; % fluorescence drop versus neutral controls; activity (quench increase), % at 7.58 µM; 350,000 tested, 0.36% active; AID 720511;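 active = mean added fluorescence quench of at least 8% versus neutral control, with both replicates also reaching 8%; inconclusive = only one of the mean or replicate conditions met; inactive = mean below 8% and not both replicates reaching 8%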;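 note: cells transiently co-express mutant CFTR-F508del with the halide-sensitive YFP; corrector assay measuring rescue of mutant channel to the surface after 24 h compound exposure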
ERp5 inh = ERp5 (human) disulfide isomerase inhibition | Q15084 | ERp5 insulin aggregation, absorbance 650 nm, 90 min | inhibition, % at 9.99 µM | 350,000 tested, 0.05% active;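 active = mean replicate inhibition above about 25%, with every replicate also reaching it, limit read from the data, passing the limit was not always enough; inconclusive = only one of those two criteria met; inactive = neither criterion met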
CASP6 VEID inh = inhibitors of human caspase-6; 350,000 tested, 0.53% active; P55212; purified caspase-6, Z-VEID-R110 cleavage fluorescence; inhibition, % at 12.5 µM;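 active = mean inhibition across replicates at least about 35%, with every replicate also reaching that limit, limit read from the data; inconclusive = only one of the two criteria met; inactive = neither criterion met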;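 note: 0% = median of neutral control wells and 100% = no fluorescence left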
ERAP1 inh = ERAP1 (human) enzyme inhibition | Q9NZ08 | recombinant ERAP1, Leu-AMC fluorescence, 60 min | inhibition, % at 10.7 µM | 340,000 tested, 0.15% active;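 active = mean replicate inhibition of at least 30%, or all replicates individually reaching that 30% level; inactive = mean below 30% and not every replicate reaching it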;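 note: 0% = neutral control wells and 100% = L-leucinethiol positive control wells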
Target sequence (Q9NZ08 whole entry, looked up): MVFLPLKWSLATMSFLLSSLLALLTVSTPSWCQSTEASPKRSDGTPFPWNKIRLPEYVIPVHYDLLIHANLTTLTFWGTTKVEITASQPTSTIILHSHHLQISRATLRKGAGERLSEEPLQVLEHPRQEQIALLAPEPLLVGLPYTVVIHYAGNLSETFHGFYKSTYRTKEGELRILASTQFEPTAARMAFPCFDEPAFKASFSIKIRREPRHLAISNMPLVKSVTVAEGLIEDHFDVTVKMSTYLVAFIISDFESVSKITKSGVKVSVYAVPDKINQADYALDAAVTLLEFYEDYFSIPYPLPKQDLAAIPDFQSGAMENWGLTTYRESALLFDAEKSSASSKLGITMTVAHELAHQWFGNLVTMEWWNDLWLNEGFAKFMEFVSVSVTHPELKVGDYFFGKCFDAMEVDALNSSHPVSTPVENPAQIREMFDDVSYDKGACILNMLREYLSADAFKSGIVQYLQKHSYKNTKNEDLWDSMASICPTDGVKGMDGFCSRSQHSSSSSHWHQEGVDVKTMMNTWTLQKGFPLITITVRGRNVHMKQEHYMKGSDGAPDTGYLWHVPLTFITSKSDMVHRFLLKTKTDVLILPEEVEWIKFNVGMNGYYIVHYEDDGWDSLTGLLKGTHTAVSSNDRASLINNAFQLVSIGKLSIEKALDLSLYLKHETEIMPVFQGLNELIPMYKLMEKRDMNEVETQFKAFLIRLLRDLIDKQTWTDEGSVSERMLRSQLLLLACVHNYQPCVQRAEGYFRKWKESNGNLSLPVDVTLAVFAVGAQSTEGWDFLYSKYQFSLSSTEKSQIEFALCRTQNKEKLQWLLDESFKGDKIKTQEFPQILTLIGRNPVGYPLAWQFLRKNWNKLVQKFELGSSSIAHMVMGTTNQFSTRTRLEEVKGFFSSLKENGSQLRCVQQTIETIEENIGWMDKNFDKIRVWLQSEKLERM
An asterisk follows results filed as active; ? = inconclusive; . = not tested or not shown; [ ] = remark or other dose. A portion of the library; count on the stated rates, not on these rows.

SMILES	SIRT5 block	miR-122 sensor	DENV2 CPE	F508del corr	ERp5 inh	CASP6 VEID inh	ERAP1 inh
CCCN1[C@@H]2c3ccc(-c4ccc(F)cc4)c(=O)n3C[C@H]1[C@H](CO)[C@H]2C(=O)OC	-1	-1[16.7 µM]	-4	1.5	-4	0	0
Cn1nccc1C(=O)N1CCC2(CC1)OCCO2	-3	-3	-5	-0.1	7	-6	-1
O=C1NCN(c2ccccc2)C12CCN(C(c1ccccc1OC(F)(F)F)c1nnnn1C1CCCC1)CC2 (configuration not stated)	-1	12	?	-1.2	1	-4	.
COC(=O)C1=C(c2ccc(F)cc2OCc2ccccc2)C[C@@H]2CC[C@H]1N2C(=O)N1CCC(O)(c2ccc(Cl)cc2)CC1	.	-4	77*	1.0	-3	-2	0
N[C@@H](Cc1ccc(N(CCCl)CCCl)cc1)C(=O)O	-3	-1	-4	1.9	1	-1	0
CCOP(=O)(OCC)C(NS(=O)(=O)c1ccccc1)C(Cl)(Cl)Cl (configuration not stated)	-2	9	1	-0.1	4	3	1
O=C1NC(=S)NC(=O)C1=Cc1cccc2cc3ccccc3cc12	-1	0	5	-3.4	1	8	-2
Cc1ccc(Oc2cc(NN3CCCCC3)c([N+](=O)[O-])cc2[N+](=O)[O-])c([N+](=O)[O-])c1	-2	-5	3	1.2	4	10	4
O=C1NC(=O)C(Nc2ccccc2)C(=O)N1	14	.	-2	0.1	2	1	0
COc1ccc(CCNCc2ccccc2)cc1	-1	1	8	-1.8	2	-3	-2
CCC1(CCCC(=O)c2ccc(F)cc2)C(=O)NC(=S)NC1=O	.	-4	0	.	-3	1	-2
C[C@H](NC(=O)CCC(=O)N1C[C@H]2C[C@H](C1)c1cccc(=O)n1C2)c1ccccc1	1	2	15	-5.7	6	-3	0
Cc1cc(=O)oc2c(C)c(OCC(=O)N3C[C@H]4C[C@@H](C3)c3cccc(=O)n3C4)ccc12	.	0	-5	-0.8	7	-1	8
OCC#CC[N+]1(CC#Cc2ccccc2)CCCC1	-4	-5	-1	0.6	3	-34	0
CN1CC(C(=O)c2cccc(C(F)(F)F)c2)C(c2ccc(Cl)cc2)C1 (configuration not stated)	-5	0	-3	-0.7	1	-3	1
Cc1cc(Cl)ccc1OC(C)C(=O)O (configuration not stated)	-1	6	4	0.9	0	.	-4
C=CCn1c(O)c(C(CC)=NCc2ccco2)c(=O)[nH]c1=O	3	.	1	-20	0	0	1
COc1ccc(CN2C(=O)NC(=O)/C(=C/c3ccc(OC)c(OC)c3OC)C2=O)cc1	0	.	-2	0.6	-1	0	6
O=c1[nH]c2ccccc2n1C1CCN(C(c2cc3ccccc3o2)c2nnnn2Cc2ccccc2)CC1 (configuration not stated)	3	-4	13	4.7	-2	-1	-7
CC(C)(C)c1o[nH]c(=O)c1CC(N)C(=O)O (configuration not stated)	-1	1	11	-2.3	0	1	0
COCCNC(=O)Cn1cc(/C=C2\C(=O)NC(=O)N(c3cccc(C)c3C)C2=O)c2ccccc21	1	5	-1	1.6	7	2	4
CC1CN1P(=O)(Oc1ccc2ccccc2c1)N1CC1C (configuration not stated)	0	-2	-4	4.7	8	-5	1
C=C1C2C[C@H](O)C(C)(C)[C@@]2(O)[C@H](O)C[C@]23C[C@@](C)(O)[C@H](CC[C@H]12)[C@H]3OC(C)=O (some centres not stated)	.	-1	4	0.4	-2	-1	.
COC(=O)C1=C(c2cccc(OCc3ccccc3)c2)C[C@@H]2CC[C@H]1N2C(=O)NCc1ccc(F)cc1	-5	.	1	-1.0	3	0	0
O=[N+]([O-])c1cccc(NP(=O)(N2CC2)N2CC2)c1	-2	.	-1	0.5	-4	3	4

Later entries:
SMILES	SIRT5 block	miR-122 sensor	DENV2 CPE	F508del corr	ERp5 inh	CASP6 VEID inh	ERAP1 inh
Oc1cccc2cccnc12	3	-10	-14	-1.3	8	1	-2
N[C@@H]1CC[C@@]2(O)[C@H]3Cc4ccc(O)c5c4[C@@]2(CCN3CC2CC2)C1O5 (some centres not stated)	.	-3	-27	1.2	-1	-4	-3
Cc1[nH]c2ccc(OC(F)(F)F)cc2c1CCNCc1cccc([N+](=O)[O-])c1	-10	13	-2	1.2	-2	-1	-2
O=NN1CCCCC1	.	0	3	-0.8	5	-1	-7
NCCc1nc2ccccc2s1	-7	.	-1	0.9	7	-3	1
Oc1ccc2ccccc2c1CN1CC=C(c2ccccc2)CC1	-1	.	4	-3.6	1	-2	-3
COc1cccc(C(=O)NCCN2CCC3(CC2)C(=O)NCN3c2ccccc2)c1	2	.	-7	1.8	1	1	1
O=C(COC(=O)Cc1ccccc1)Nc1cc(S(=O)(=O)N2CCCCC2)ccc1Cl	2	.	7	-1.0	4	71*	4
CC(=O)NC(Cc1ccc(N(CCCl)CCCl)cc1)C(=O)NC(CC(C)C)C(=O)O (configuration not stated)	-2	-3	.	0.3	2	5	-2
CC1CCC2C(C)C(=O)OC3OC4(C)CCC1C32OO4 (configuration not stated)	1	-7	-3	3.1	-4	-1	2
COc1cc(/C=C/[N+](=O)[O-])ccc1O	2	.	-1	0.4	3	17	5
CNC(=S)N(C)CCc1cc2c(c(OC)c1/C=C1/C(=O)NC(=O)N(C)C1=O)OCO2	5	.	-2	2.9	-5	1	7
NCCc1c[nH]c2ccc(OCc3ccccc3)cc12	-7	.	1	1.4	11	-4	-3
CCC(=NCc1cc(OC)cc(OC)c1)c1c(O)n(C2CCCCC2)c(=O)[nH]c1=O	1	.	-15	0.8	4	-2	.
CCN(CC)c1nc2c(C)cccn2c(=O)c1C=C1C(=O)NC(=O)NC1=O	3	.	1	0.7	-2	2	-1
COc1ccc(C#Cc2ccc([C@H]3[C@H]4CN(C(=O)Cc5ccncc5)CCCCN4[C@H]3CO)cc2)cc1	5	-14[16.7 µM]	-2	4.7	-3	0	-1
COC(=O)C1=C(c2ccc(C(C)=O)cc2)C[C@@H]2CC[C@H]1N2C(=O)N1CCCC1	-4	-4	-7	-1.2	-3	2	0
C[C@]12CCC3C(CC[C@H]4C[C@H](N)CC[C@]34C)C1CC[C@H]2O (some centres not stated)	-4	8	-3	2.6	1	-4	1
O=C(O)Cc1cnc[nH]1	0	0	-2	-1.5	4	-5	-1
CCOc1cc(C)cc2oc(=O)c3c(c12)CCCC3	-1	-9	-4	-1.6	5	-2	-3
COc1ccc(N/N=C/c2c(O)n(-c3cccc(C)c3)c(=O)[nH]c2=O)cc1	3	-1	1	0.9	4	1	5
O=C/C=C/c1ccccc1	0	1	-12	-0.1	-2	-1	2
CN1C[C@H](CNC(=O)OCc2ccccc2)C[C@@H]2c3cccc4c3c(cn4C)C[C@H]21	-5	-4	2	0.8	2	12	-1
COc1nc(NCC2CCCO2)nc(N2CC3CC(C2)c2cccc(=O)n2C3)n1 (configuration not stated)	-4	2	1	-0.7	11	-1	-1
CCOc1ccc(C(C)=O)cc1Cc1c(O)[nH]c(=S)[nH]c1=O	1	-2	-3	-5.6	-3	0	-1

Part of the list above in order of count of non-hydrogen atoms, rising:
SMILES	SIRT5 block	miR-122 sensor	DENV2 CPE	F508del corr	ERp5 inh	CASP6 VEID inh	ERAP1 inh
O=NN1CCCCC1	.	0	3	-0.8	5	-1	-7
O=C(O)Cc1cnc[nH]1	0	0	-2	-1.5	4	-5	-1
O=C/C=C/c1ccccc1	0	1	-12	-0.1	-2	-1	2
Oc1cccc2cccnc12	3	-10	-14	-1.3	8	1	-2
COc1cc(/C=C/[N+](=O)[O-])ccc1O	2	.	-1	0.4	3	17	5
CC1CCC2C(C)C(=O)OC3OC4(C)CCC1C32OO4 (configuration not stated)	1	-7	-3	3.1	-4	-1	2
CCOc1ccc(C(C)=O)cc1Cc1c(O)[nH]c(=S)[nH]c1=O	1	-2	-3	-5.6	-3	0	-1
Oc1ccc2ccccc2c1CN1CC=C(c2ccccc2)CC1	-1	.	4	-3.6	1	-2	-3
N[C@@H]1CC[C@@]2(O)[C@H]3Cc4ccc(O)c5c4[C@@]2(CCN3CC2CC2)C1O5 (some centres not stated)	.	-3	-27	1.2	-1	-4	-3
CCN(CC)c1nc2c(C)cccn2c(=O)c1C=C1C(=O)NC(=O)NC1=O	3	.	1	0.7	-2	2	-1
COC(=O)C1=C(c2ccc(C(C)=O)cc2)C[C@@H]2CC[C@H]1N2C(=O)N1CCCC1	-4	-4	-7	-1.2	-3	2	0
COc1nc(NCC2CCCO2)nc(N2CC3CC(C2)c2cccc(=O)n2C3)n1 (configuration not stated)	-4	2	1	-0.7	11	-1	-1
CNC(=S)N(C)CCc1cc2c(c(OC)c1/C=C1/C(=O)NC(=O)N(C)C1=O)OCO2	5	.	-2	2.9	-5	1	7

Shown with two lines to a compound: part of the list above
Below each SMILES: SIRT5 block	miR-122 sensor	DENV2 CPE	F508del corr	ERp5 inh	CASP6 VEID inh	ERAP1 inh
NCCc1c[nH]c2ccc(OCc3ccccc3)cc12
  -7	.	1	1.4	11	-4	-3
O=C(O)Cc1cnc[nH]1
  0	0	-2	-1.5	4	-5	-1

Next part
SMILES	SIRT5 block	miR-122 sensor	DENV2 CPE	F508del corr	ERp5 inh	CASP6 VEID inh	ERAP1 inh
Cc1cc(C)c(C)c(C(O)(C(=O)O)c2ccccc2)c1C (configuration not stated)	-2	.	18	0.9	0	0	4
O=C(C[N+]12CCC(CC1)C(CO)C2)c1ccc([N+](=O)[O-])cc1 (configuration not stated)	1	.	0	-1.6	4	-9	0
CC(=O)N(C)CC#CCN1CCC(O)CC1	.	-3	-7	-2.8	0	-4	4
OC1/C(=C/c2ccccc2F)N2CCC1CC2 (configuration not stated)	-5	.	?	0.1	2	4	0
CCCOP(=O)(OCCC)C(NC(=O)c1cc(OC)c(OC)c(OC)c1)c1ccccc1 (configuration not stated)	4	2	.	-6.5	1	0	.
C=CCN1C(=O)/C(=C/c2ccc(Br)s2)C(=O)NC1=S	13	3	-1	-1.3	1	53*	-3
COCCNC(=O)N1[C@H]2CC[C@@H]1C(C(=O)OC)=C(c1ccc(-c3ccccc3)c(F)c1)C2	.	.	-10	0.6	3	2	-1
CC(=O)[C@H]1CCC2C3CC[C@H]4C[C@@H](O)CC[C@]4(C)C3CC[C@@]21C (some centres not stated)	-1	-2	0	-0.9	2	1	1
CCCCC(C)C(OC(=O)CC(CC(=O)O)C(=O)O)C(CC(C)CC(O)CCCCC(O)CC(O)C(C)N)OC(=O)CC(CC(=O)O)C(=O)O (configuration not stated)	-3	-12	-3	-3.7	-1	14	0
O=C(O)CCCOc1ccc(Cl)cc1Cl	-2	-1	-2	-2.4	3	.	-2
CN(C)CCc1nn[nH]n1	-4	-21	14	-0.8	1	-4	-2
Cc1cc2ccccn2c1C(C[N+](=O)[O-])c1c(F)cccc1Cl (configuration not stated)	-3	-3	-2	-0.6	6	-1	0
Cc1cc(N2CCNCC2)nc2ccccc12	1	-1	5	0.1	3	-11	-1
Cc1cc(=O)oc2cc(OCC(=O)N3C[C@H]4C[C@@H](C3)c3cccc(=O)n3C4)c(Cl)cc12	.	-3	-2	0.4	-9	-3	.
O=C(/C=C/c1ccc(Cl)cc1)NC(=S)N1C[C@H]2C[C@H](C1)c1cccc(=O)n1C2	.	-4	14	-2.0	2	0	.
